Bioassay records (PubChem BioAssay)
FUS suppressor = suppressors of FUS proteinopathy in yeast. 0.24% of 390,000 active. Potency, µM (titrated, usually from 76.6 µM), without a hit: top-dose growth rescue (activation), usual class: activators. S. cerevisiae FUS-expressing, growth rescue, OD600, 24 h; active means well fitted activation curve with a large enough effect; inconclusive means small, poorly fitted or top-dose-only effect; inactive means no such curve, though single readings can be large or run the other way;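 further: plate controls were DMSO vehicle for no effect and reference control for full effect; nearly all actives have a fitted effect of over 55% in size; some results filed as inactive show a strong effect at the top dose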
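Cultures pregrown in 2.5% raffinose medium are shifted to minimal medium containing 2% galactose to express toxic FUS. Compounds are tested at several concentrations. After 24hr at 30C, growth is quantified at 600 nm absorbance.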
Active calls of the source: *; ? = inconclusive. Potency means the concentration at half of the fitted maximal effect.

#	molecule	FUS suppressor
1	COc1ccc(S[C@]2(C(=O)N3CCCC3)CC(=O)N(c3ccsc3)[C@@H]2c2ccc(OC)cc2)cc1	1%
2	Cc1ccccc1Cn1cc(COC(=O)N2CCOCC2)nn1	-19%
3	COc1ccc(C2Nc3ccccc3C(=O)N2Cc2ccco2)cc1COc1ccccc1C (stereo unspecified)	39%
4	COc1cccc(-c2cc3nc(-c4ccco4)cc(N4CCN(C(C)=O)CC4)n3n2)c1	51%
5	c1coc(-c2nnc3n2N=C(c2ccc4ccccc4c2)CS3)c1	21%
6	CCOC(=O)[C@@]12CN(C(=O)OC(C)(C)C)CC=C1N(Cc1ccc(OC)cc1)C(=O)[C@H]2CC(=O)NCC1CCCCC1	?
7	COC(=O)C1CN(CCc2ccccc2)CCS(=O)(=O)N1Cc1ccc(C)cc1 (stereo unspecified)	13%
8	COC(=O)[C@@H]1C[C@@]2(c3ccccc3)c3ccccc3N(S(=O)(=O)c3ccccc3)[C@H]2N1C(=O)CNC/C=C(\C)CCC=C(C)C	?
9	C=CCN1C(=O)[C@@H](CC(=O)N2CCCC2)[C@]2(C(=O)OCC)CCCCC/C=C/12	16%
10	Cc1ccc(OCc2nnc(SCC(=O)Nc3ccccc3-c3ccccc3)n2Cc2ccco2)cc1	?
11	COc1ccccc1C(=O)CSc1nnc(-c2ccncc2)n1-c1ccc(Cl)cc1	8%
12	O=C(OC12CCCN(C1)/C(=C/c1ccccc1)C2)C1CCCC1 (stereo unspecified)	-4%
13	COCCCN1C(=O)[C@H](CC(=O)NCc2cccs2)[C@]2(C(=O)OC)CCCCC=C12	3%
14	O=S1(=O)c2ccc(N3CCN(Cc4ccccc4F)CC3)cc2Oc2ccccc2CN1Cc1cn(Cc2cccc(C(F)(F)F)c2)nn1	?
15	Cc1ccc(OCc2nnc(SCC(=O)Nc3ccc(OCc4ccccc4)cc3)n2-c2ccc(Cl)cc2)cc1	1%
16	CCOC(=O)[C@]12CCCCC/C=C\1N(CCc1ccc(Cl)cc1)C(=O)[C@H]2CC(=O)NCCCCc1ccccc1	?
17	O=C(OC12CCCN(C1)/C(=C/c1ccc(Cl)cc1)C2)c1ccc(Cl)cc1 (stereo unspecified)	-5%
18	C[C@H](CCCCC1(C)OCCO1)CCC(=O)N(c1ccccc1)c1ccccc1	27%
19	Cn1c2ccccc2c(=O)c2c(=O)n(Cc3cccc4ccccc34)cnc21	-12%
20	COc1cccc(C2c3c(ncn(-c4ccccc4)c3=N)Oc3ccc4ccccc4c32)c1OC (stereo unspecified)	20%
21	Cc1ccc(-c2cc(-c3nnc4sc(COc5ccccc5)nn34)[nH]n2)cc1	-12%
22	CCCCCC(=O)NC1CCCCN(Cc2ccc(Cl)cc2)C1=O (stereo unspecified)	9%
23	CCOC(=O)CC[C@@H]1CC[C@]2(CCCN(C(=O)c3cccnc3)C2)O1	-17%
24	COC(=O)[C@@]12CCCCC3=C1N(CCC3)C(=O)[C@H]2CC(=O)NCc1ccc(C)o1	-12%
25	COc1ccc(OC)c(S(=O)(=O)N2CCCCC2C(=O)N2CCN(c3ccc(F)cc3)CC2)c1 (stereo unspecified)	?
26	CCC(C(=O)Nc1ccccc1N1CCCC1)c1cccc(Cl)c1 (stereo unspecified)	15%
27	C=CCN1C(=O)[C@@H](CC(=O)NCCCC)[C@]2(C(=O)OCC)CCCCC/C=C/12	24%
28	CCCCNC(=O)N1CCCC1C(=O)Nc1cccc(OC)c1 (stereo unspecified)	-12%
29	CCn1c(=O)[nH]n(C/C(C)=C\c2c[n+](Cc3ccc4c(c3)OCO4)c(N)[nH]2)c1=O	0%
30	C[C@H]1COc2c3ccc(I)cc3nn21	-6%
31	CCN(CC)C(=O)Cn1nc(Cc2ccncc2)c2ccccc2c1=O	21%
32	c1ccc(-c2c[nH]c3ccc(OCc4ccc5ccccc5n4)c(-c4ccccc4)c23)cc1	30%
33	O=C(NCCO)[C@H](Cc1ccccc1)NC1(C(=O)NCCN2CCOCC2)CCCCC1	-15%
34	O=C(c1cc(Cl)cc(Cl)c1)N1CC[C@H]2[C@H](CCCN2Cc2ccccc2)C1	-8%
35	C#CCN1C(C(=O)OC)CN(CCCCCC)CCS1(=O)=O (stereo unspecified)	0%
36	COC(=O)[C@]12C[C@H](CC(=O)NCCC(C)C)C(=O)N(Cc3ccc(Cl)cc3Cl)C1=C[C@H](COCc1ccccc1)O[C@@H]2C	?
37	CCOC(=O)[C@]12CCCC=C1N(Cc1ccc(OC)cc1)C(=O)[C@@H]2CC(=O)NCCc1ccccc1OC	?
38	CC(C)(N[C@@H](Cc1ccccc1)C(=O)NCCCc1ccccc1)C(=O)NCc1ccccc1	?
39	O=C(NCCc1ccccn1)c1ccc2c(c1)ncn2C1CCCCC1	-18%
40	Cc1ccccc1NC(=O)Cn1nnc(-c2ccncc2)n1	1%
41	O=C(CSc1nnc(-c2cccc(Cl)c2)n1Cc1ccco1)Nc1ccc2c(c1)OCO2	8%
42	CCCCN1CCS(=O)(=O)N(Cc2cn(Cc3cccc(Cl)c3)nn2)C(C(=O)OC)C1 (stereo unspecified)	9%
43	Nc1[nH]c(C(=O)c2ccccc2)c(-c2ccc(O)cc2)c1C(=O)NCCc1c[nH]c2ccccc12	10%
44	CCC[C@H]1[C@@H](OC(=O)NCc2ccc(C(F)(F)F)cc2)CC[C@@]23CCCN2C(=O)CCC[C@@H]13	?
45	CCOC(=O)[C@]12CCCC=C1N(CCCOC)C(=O)[C@@H]2CC(=O)NCCCCc1ccccc1	21%
46	Cc1cnn(-c2ccccc2)c1NC(=O)COCc1ccccc1	-9%
47	COC(=O)c1ccc(S(=O)(=O)N2CCC(NC(=O)CCc3ccccc3)CC2)cc1	3%
48	C[C@H]1C2CC(OC(=O)Nc3ccc(C(F)(F)F)cc3)C(C2)[C@H]2CCCCN21 (stereo partly specified)	17%
49	O=C(OCC#CCSc1nnc(-c2cccc3ccccc23)o1)c1cc(F)c(F)c(F)c1	-10%
50	Nc1[nH]c2cc(C(F)(F)F)ccc2c1C(=O)N1CCN(CCc2ccccc2)CC1	16%

Four structures out of the list, arranged by number of heavy atoms, ascending:
#	molecule	FUS suppressor
26	CCC(C(=O)Nc1ccccc1N1CCCC1)c1cccc(Cl)c1 (stereo unspecified)	15%
42	CCCCN1CCS(=O)(=O)N(Cc2cn(Cc3cccc(Cl)c3)nn2)C(C(=O)OC)C1 (stereo unspecified)	9%
41	O=C(CSc1nnc(-c2cccc(Cl)c2)n1Cc1ccco1)Nc1ccc2c(c1)OCO2	8%
36	COC(=O)[C@]12C[C@H](CC(=O)NCCC(C)C)C(=O)N(Cc3ccc(Cl)cc3Cl)C1=C[C@H](COCc1ccccc1)O[C@@H]2C	?

(more compounds)
#	molecule	FUS suppressor
51	COC(=O)[C@@]12CCCCC3=C1N(CCC3)C(=O)[C@H]2CC(=O)NCC1CCCCC1	6%
52	CN(Cc1ccccc1)C(=O)OCc1cn(Cc2cccc(C(F)(F)F)c2)nn1	13%
53	CCCC1CCC2(CCCN2CCOC(=O)Nc2ccccc2C)CC1 (stereo unspecified)	16%
54	Cc1cc(-c2n[nH]c(=S)n2N=Cc2ccc(O)cc2)n[nH]1	-1%
55	Clc1ccc([C@H]2OC[C@@]3(CNCC4CC4)CS[C@H](c4ccc(Cl)cc4)N23)cc1	-4%
56	Fc1c(-c2ccc3ncnc(NCc4cccs4)c3c2)ccc2c1OCO2	2%
57	COc1ccc(CN2C[C@]3(C=C(C)Cn4c(=O)n(-c5ccccc5)c(=O)n43)N(C(=O)OCc3ccccc3)C2=NC(=O)c2ccccc2)c(OC)c1	?
58	C[C@H]1[C@@H](OC(=O)NCc2cccnc2)CC[C@@]23CCCN2C(=O)CCC[C@@H]13	-11%
59	CCOC(=O)CCCNC(=O)OC1CCC12CCC(c1ccccc1)CC2 (stereo unspecified)	37%
60	C#CCNC(=O)CSCc1nc(-c2ccc(OCC)cc2)oc1C	-1%
61	CCN(Cc1ccccc1)C(=O)C1C2C=CC3(CN(Cc4ccccc4)C(=O)C13)O2 (stereo unspecified)	-4%
62	COc1ccc(Cl)cc1S(=O)(=O)N1CCN(C(=O)CSc2nc3ccccc3nc2N2CCCC2)CC1	?
63	COc1ccc(N2CCCN(CC(=O)Nc3ccccc3C)CC2)cc1	-12%
64	COC(=O)C[C@@H]1CC[C@@H]2[C@H](COc3ccc(NC(=O)c4ccc5c(c4)OCO5)cc3C(=O)N2C)O1	7%
65	CC(C)(C)OC(=O)NCc1ccccc1/C=C/S(=O)(=O)NC1CCCC1	25%
66	CC(=O)c1ccc([C@H](O)[C@@H](C(=O)N(C)c2ccccc2)C2CC2)cc1	6%
67	CN(Cc1ccccc1)S(=O)(=O)c1cccc(C(=O)OCc2cccc(C(F)(F)F)c2)c1	15%
68	O=C(CCc1ccccc1)N[C@H]1[C@H](OC(=O)c2cccnc2)CCC[C@@]12C(=O)N(Cc1ccccc1)c1ccccc12	?
69	Cc1ccc(NC(=O)CSc2nnc(-c3cccnc3)n2Cc2ccco2)cc1C	8%
70	CC(C)CN1C(=O)N2CCc3ccccc3C2CS1(=O)=O (stereo unspecified)	-18%
71	C=CCN1[C@H](CC(C)C)COc2cc(N3CCSCC3)ccc2S1(=O)=O	25%
72	Cn1c(SCC(=O)Nc2ccc(C(=O)O)cc2)nnc1-c1ccccn1	35%
73	CCN(CC)C(=O)CC[C@H]1CC[C@]2(CCCN(C(=O)C(C)(C)C)C2)O1	-6%
74	COc1ccc2ccccc2c1C=NNC(=O)CN1CCN(Cc2ccccc2)CC1	-1%
75	C=CCN1C(=O)[C@@H](CC(=O)NCCCOC)[C@]2(C(=O)OCC)CCCCC/C=C/12	14%

Compounds above containing a furan ring, fused or not:
#	molecule	FUS suppressor
3	COc1ccc(C2Nc3ccccc3C(=O)N2Cc2ccco2)cc1COc1ccccc1C (stereo unspecified)	39%
4	COc1cccc(-c2cc3nc(-c4ccco4)cc(N4CCN(C(C)=O)CC4)n3n2)c1	51%
5	c1coc(-c2nnc3n2N=C(c2ccc4ccccc4c2)CS3)c1	21%
10	Cc1ccc(OCc2nnc(SCC(=O)Nc3ccccc3-c3ccccc3)n2Cc2ccco2)cc1	?
24	COC(=O)[C@@]12CCCCC3=C1N(CCC3)C(=O)[C@H]2CC(=O)NCc1ccc(C)o1	-12%
41	O=C(CSc1nnc(-c2cccc(Cl)c2)n1Cc1ccco1)Nc1ccc2c(c1)OCO2	8%
69	Cc1ccc(NC(=O)CSc2nnc(-c3cccnc3)n2Cc2ccco2)cc1C	8%

Next section:
#	molecule	FUS suppressor
76	N#Cc1cccc(NC(=O)OCCN2C(=O)CCC23CCC(c2ccccc2)CC3)c1 (stereo unspecified)	-12%
77	O=C(CSc1nnc(-c2cccnc2)n1Cc1ccco1)Nc1ccc(Cl)c(Cl)c1	19%
78	Cc1ccc(NC(=O)Cc2ccc(OC(F)F)cc2)c(S(=O)(=O)N2CCOCC2)c1	26%
79	CCN(CC)CCCNC(=O)CC1Oc2ccccc2NC1=O (stereo unspecified)	-20%
80	O=C(NC1CCCc2c1cnn2-c1ccc(F)cc1F)c1ccccc1 (stereo unspecified)	-8%
81	O=S1(=O)c2ccc(N3CCCC3)cc2Oc2ccccc2CN1Cc1cn(Cc2ccc(C(F)(F)F)cc2)nn1	24%
82	Cc1ccc(OCc2nnc(SCC(=O)Nc3cccc4ccccc34)n2Cc2ccco2)cc1	39%
83	Cc1nn(-c2ccccc2)c(C)c1/C=N/NC(=O)c1[nH][nH]c(=O)c1C	7%
84	CCCCN(C)C(=O)CSc1nnc(-c2cc(OC)c(OC)c(OC)c2)o1	1%
85	CCOc1ccc(-n2c(SCC(=O)Nc3ccc(S(=O)(=O)Nc4nccs4)cc3)nnc2-c2ccco2)cc1	?
86	Cc1ccc(NC(=O)Cc2cccc(OC(F)F)c2)c(S(=O)(=O)N2CCOCC2)c1	25%
87	COC(=O)[C@H](Cc1ccccc1)NC(=O)[C@H]1C[C@@]2(N3CCCC3)c3ccccc3N(C(=O)OC(C)(C)C)[C@H]2N1C(=O)OC(C)(C)C	?
88	COc1ccc(Cn2ccc3ccc(-c4ccc5ccn(C(=O)c6ccccc6C)c5c4)cc32)cc1	14%
89	COc1ccc(CC2CCN(c3ncnc4sccc34)CC2)cc1	29%
90	CC(c1ccccc1)N1CC[C@H]2C=CC[C@@H](C(=O)Nc3ccc(F)c(F)c3)[C@H]2C1=O (stereo partly specified)	-6%
91	COCCCN1C(=O)[C@H](CC(=O)NCc2cccc(C(F)(F)F)c2)[C@]2(C(=O)OC)CCCCC=C12	21%
92	CCCC1CCC2(CCCN2CCOC(=O)Nc2cccc(Cl)c2)CC1 (stereo unspecified)	21%

This is a subset (hit frequency here may not be typical).
